Screening data from PubChem BioAssay.
IL1B secr inh: qHTS for Inhibitors of Inflammasome Signaling: IL-1-beta AlphaLISA Primary Screen; THP-1 LPS/ATP IL-1B secretion, AlphaLISA, 16 h; hits give low values; activity change, % at 57.5 µM; hit rate 4.7% among 360,000; in the data active = activity change below about -50%; inconclusive = mostly about -30% to -49%; note: % is set by controls: 0 for no effect and ±100 for the full control effect
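THP-1 cells pretreated 1 hr with compounds (up to 57.5 uM final), then stimulated with LPS (250 ng/mL final) plus ATP (1.25 mM final); secreted IL-1B measured by AlphaLISA after 16 hr, decreased signal indicating inhibition.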
SW480 rereplic: A quantitative high throughput screen for small molecules that induce DNA re-replication in SW480 colon adenocarcinoma cells; SW480 DNA re-replication, Hoechst DNA content imaging, 48 h; Potency, µM (series often up to 46.1 µM), inactives show top-dose re-replication activation, hits mostly activators; hit rate 1.8% among 340,000; AID 624297, 2012; note: potency is the fitted concentration of half-maximal effect; % of control where 0% means no effect; nearly all actives have a fitted effect of over 55% in size
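DNA re-replication was detected as more nuclei of elevated Hoechst intensity after 48 hr exposure to compound (23 nL pinned per well of 250 cells).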
KB-V1 cytotox: qHTS assay for MDR1-selective chemotherapeutics: Primary screen using the drug-selected MDR subline cells KB-V1 | KB-V1 MDR cells viability, CellTiter-Glo, 72 h | Potency, µM (series often up to 46.1 µM), without a hit: at the top dose activity change, negative = cytotoxicity, usual class: cytotoxic | hit rate 3.4% among 400,000 | AID 1347076, 2019; note: potency is the fitted concentration of half-maximal effect; % is set by controls: 0 for no effect and ±100 for the full control effect; nearly all actives have a fitted effect of over 60% in size
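Readout: CellTiter-Glo luminescence, 10 min after addition. Cells: KB-V1 MDR subline, 72 h at 37 degrees C with compound. Analysis: corrected, normalized data fitted to concentration-effect curves.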
ATXN2 expr inh: Primary qHTS for Inhibitors of ATXN expression | hit rate 0.72% among 360,000 | HEK-293 ATXN2-luciferase reporter, luminescence, 24 h | Potency, µM (series often up to 57 µM), without a hit: top-dose activity change, negative = inhibition, hits mostly inhibitors; note: potency is the fitted concentration of half-maximal effect; % is set by controls: 0 for no effect and ±100 for the full control effect; nearly all actives have a fitted effect of over 55% in size
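ATXN2-luciferase reporter cells (luciferase flanked by upstream and downstream ATXN2 gene portions) were treated 24 h at 37 °C with compounds at up to 57 uM. SteadyGlo luminescence gave expression; GF-AFC fluorescence gave viability.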
HT1080 IDH1KD tx: qHTS for induction of synthetic lethality in tumor cells producing 2HG: qHTS for the HT-1080-IDH1KD cell line | HT-1080 IDH1 knockdown viability, ATP luminescence, 48 h | Potency, µM (series often up to 46.1 µM), inactives show top-dose activity, negative = toxicity, most hits filed as cytotoxic | hit rate 2% among 360,000;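 note: potency is the fitted concentration of half-maximal effect; 0% = DMSO wells and -100% = cell-free medium wells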
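In this qHTS, HT-1080 cells depleted of IDH1 are exposed for 48 h at 37 °C to compound titrations. Toxicity is scored from CellTiter-Glo luminescence, with DMSO as full viability and medium alone as none.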
WRN inhibitor: qHTS for Inhibitors of WRN Helicase; Bifunctional 3'-5' exonuclease/ATP-dependent helicase WRN (Homo sapiens), Q14191; WRN helicase unwinding, fluorescent forked duplex, kinetic; Potency, µM (doses to about 114 µM), without a hit: at the top dose activity change, negative = inhibition, actives largely listed as inhibitors; hit rate 0.46% among 360,000; AID 651768, 2012; note: potency is the fitted concentration of half-maximal effect; % is set by controls: 0 for no effect and ±100 for the full control effect; nearly all actives have a fitted effect of over 55% in size
Target sequence (Q14191 whole entry, looked up): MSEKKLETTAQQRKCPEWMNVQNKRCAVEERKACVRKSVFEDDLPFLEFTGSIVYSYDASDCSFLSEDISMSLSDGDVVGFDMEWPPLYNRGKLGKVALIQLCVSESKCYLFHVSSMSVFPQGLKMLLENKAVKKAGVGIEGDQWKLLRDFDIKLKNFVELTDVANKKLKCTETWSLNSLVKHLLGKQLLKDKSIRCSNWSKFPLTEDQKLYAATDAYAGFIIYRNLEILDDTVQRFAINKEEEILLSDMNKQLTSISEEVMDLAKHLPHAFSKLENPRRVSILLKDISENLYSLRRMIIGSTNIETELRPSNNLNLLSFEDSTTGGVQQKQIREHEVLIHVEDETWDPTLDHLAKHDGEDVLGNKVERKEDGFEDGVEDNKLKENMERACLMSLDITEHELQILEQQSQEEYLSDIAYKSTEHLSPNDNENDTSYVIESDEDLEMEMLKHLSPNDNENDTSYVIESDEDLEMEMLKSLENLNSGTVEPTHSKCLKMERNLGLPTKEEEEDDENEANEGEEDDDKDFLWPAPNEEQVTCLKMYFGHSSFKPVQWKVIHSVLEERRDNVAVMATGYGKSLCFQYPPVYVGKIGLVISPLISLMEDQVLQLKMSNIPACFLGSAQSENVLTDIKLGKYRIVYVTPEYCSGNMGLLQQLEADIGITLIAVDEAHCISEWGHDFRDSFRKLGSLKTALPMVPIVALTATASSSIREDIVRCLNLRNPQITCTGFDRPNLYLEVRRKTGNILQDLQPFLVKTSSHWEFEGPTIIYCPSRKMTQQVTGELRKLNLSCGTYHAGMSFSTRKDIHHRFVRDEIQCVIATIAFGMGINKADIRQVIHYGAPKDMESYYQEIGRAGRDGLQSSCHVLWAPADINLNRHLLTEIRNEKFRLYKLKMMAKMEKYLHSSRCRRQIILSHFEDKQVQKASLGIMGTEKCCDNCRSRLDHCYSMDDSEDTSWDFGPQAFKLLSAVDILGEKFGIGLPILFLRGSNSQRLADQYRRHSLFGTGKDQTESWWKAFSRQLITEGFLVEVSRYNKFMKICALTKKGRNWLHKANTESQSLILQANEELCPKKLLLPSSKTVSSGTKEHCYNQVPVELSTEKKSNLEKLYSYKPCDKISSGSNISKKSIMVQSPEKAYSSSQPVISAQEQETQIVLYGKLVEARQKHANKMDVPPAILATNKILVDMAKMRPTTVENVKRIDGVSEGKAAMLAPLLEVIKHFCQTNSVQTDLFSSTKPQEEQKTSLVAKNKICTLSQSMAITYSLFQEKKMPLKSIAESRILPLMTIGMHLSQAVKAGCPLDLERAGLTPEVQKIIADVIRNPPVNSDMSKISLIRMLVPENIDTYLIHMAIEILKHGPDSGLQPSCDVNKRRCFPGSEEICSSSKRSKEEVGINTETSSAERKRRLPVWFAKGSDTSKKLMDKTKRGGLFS
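WRN at 20 nM final preincubated with compound 15 min at room temperature; reaction started with 100 nM fluorophore/quencher forked duplex oligonucleotide and 2 mM ATP final. Unwinding followed kinetically by red fluorescence (ex 525, em 598 nm).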
KB-3-1 cytotox: qHTS assay for MDR1-selective chemotherapeutics: Primary screen using the parental adenocarcinoma cell KB-3-1. KB-3-1 viability, CellTiter-Glo ATP luminescence, 72 h. Potency, µM (doses to about 46.1 µM), inactives show top-dose activity change, negative = cytotoxic, most hits filed as cytotoxic. hit rate 1.4% among 400,000. AID 1347075, 2019; note: potency is the fitted concentration of half-maximal effect; % is set by controls: 0 for no effect and ±100 for the full control effect; nearly all actives have a fitted effect of over 60% in size
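Cells are dispensed, compounds pinned in, plates held at 37 °C for 72 h, then CellTiter-Glo is added and luminescence read after 10 minutes. Cell line: parental KB-3-1 in phenol-red-free DMEM, 10% FBS.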
MCF10A rerep: A quantitative high throughput screen for small molecules that induce DNA re-replication in MCF 10a normal breast cells; MCF 10A DNA re-replication, Hoechst nuclear intensity, 48 h; Potency, µM (top dose mostly 46.1 µM), for inactives: at the top dose activity, positive = re-replication, most hits filed as activators; hit rate 2.9% among 350,000; AID 624296, 2012; note: potency is the fitted concentration of half-maximal effect; % of control where 0% means no effect; nearly all actives have a fitted effect of over 50% in size
HT1080-NT tox: qHTS for induction of synthetic lethality in tumor cells producing 2HG: qHTS for the HT-1080-NT fibrosarcoma cell line. AID 686970, 2013. HT-1080-NT fibrosarcoma viability, CellTiter-Glo ATP luminescence, 48 h. Potency, µM (top dose mostly 46.1 µM), inactives show top-dose activity, negative = less viability, most hits filed as cytotoxic. hit rate 1.6% among 360,000;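 note: NT is the 2HG producing partner of a matched IDH1 knockdown line; potency is the fitted concentration of half-maximal effect; 0% = DMSO-treated cells and -100% = media-only wells without cells; nearly all actives have a fitted effect of over 55% in size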
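Toxicity toward the 2HG-producing NT line was scored as %Activity, normalised to DMSO and no-cell wells, from CellTiter-Glo luminescence after 48 hours' treatment.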
* hit, by the source's call; ? = inconclusive; / = not tested or not shown; & = joins results of further samples; [ ] = remark or other dose. Unless noted, calls come from the whole dose curve; as a rule, active = well fitted curve in the direction sought with a large enough effect; inconclusive = small, poorly fitted or top-dose-only effect, or another doubt; inactive = no such curve, though single readings can be large; an effect the other way counts as inactive or inconclusive.

SMILES | IL1B secr inh | SW480 rereplic | KB-V1 cytotox | ATXN2 expr inh | HT1080 IDH1KD tx | WRN inhibitor | KB-3-1 cytotox | MCF10A rerep | HT1080-NT tox
COC(=O)c1cc(=O)n(Cc2ccc(OC)c(OC)c2)c(=Nc2ccc(F)cc2)s1 | -23 | 2% | ? | -38% | -16% | -8% | 21µM* | ? | ?
CCC(=O)N1CCc2cc(S(=O)(=O)N3CCc4ccccc43)ccc21 | 32 | -1% | 17% | 9% | -2% | -10% | -9% | 0% | -2%
O=C(c1cc(-c2ccc(F)cc2)nc2ccccc12)N1CCC1 | 5 | -6% | 5% | -13% | -15% | 9% | 1% | ? | -23%
CC1CCCC(C)N1/N=C/c1ccccc1F (configuration not stated) | -6 | -180%[inhibitor] | -8% | 6% | 0% | -27%[57.1 µM] | -3% | ? | 23%
COc1cc(C(C)=O)ccc1OCC(O)CN1CCN(c2ccccc2)CC1 (configuration not stated) | -16 | -3% | 0% | 1% | 3% | 5% | 4% | ? | -2%
O=C(CNC(=O)c1ccco1)OCN1C(=O)c2ccccc2C1=O | 1 | -4% | -27% | -14% | 13% | -5% | 5% | 2% | 16%
CN(C)CCN(C)C1CN(Cc2ccc([N+](=O)[O-])cc2)S(=O)(=O)C1 (configuration not stated) | -8 | / | -8% | -14% | -4% | 0% | -2% | / | -7%
CCN(CC)CCCNC(=O)CNC(=O)c1nn(-c2ccc(OC)cc2)c(=O)c2ccccc12 | ? | 8% | -3% | -13% | -10% | -22% | -10% | 0% | -1%
CN(C)C(=O)/C(=C/c1ccc(-c2cccc([N+](=O)[O-])c2)o1)NC(=O)c1ccccc1 | ? | -9%[9.22 µM] | ? | -22% | -28% | -26% | 2% | ? | -22%
COc1cc2cc(CN(CCc3ccccc3C)C(=S)NCCCN(C)C)c(=O)[nH]c2cc1OC | 0 | ? | -24% | 0% | -28% | -9% | ? | 20% | -17%
Cc1cc(C)c2c(-n3cccc3)c(C(=O)NNS(=O)(=O)c3ccccc3)sc2n1 | -4 | -3% | -14% | -3% | -5% | -5% | -3% | 5% | 1%
Nc1cc(C(=O)N/N=C/c2cccc([N+](=O)[O-])c2)n[nH]c1=O | 30 | -4% | 9% | 19% | 16% | -26% | -2% | 1% | ?
OCC(CO)(CO)NC(=S)Nc1cc(Cl)cc(Cl)c1 | -7 | -3% | 0% | 6% | 3% | -3% | 3% | -4% | 3%
CC(=O)N1CCN(c2ccc(NCc3cccc4ccccc34)cc2)CC1 | -76* | 7% | 4% | -35% | -3% | -15% | ? | ? | -20%
COc1ncccc1-c1nnn(-c2ccc(Cl)c(Cl)c2)n1 | -8 | -21% | -5% | 49%[activator] | 15% | 13% | -1% | ? | 10%
CC1CCCN(C(=O)c2cc3c(-c4ccc(Cl)cc4)nn(C)c3s2)C1 (configuration not stated) | 0 | 1% | 0% | -2% | 0% | -2% | -2% | 18% | 0%
CC(C)CC(=O)Nc1ccccc1N1CCCC1 | -1 | -7% | 7% | 7% | 0% | 4% | 1% | 0% | 5%
O=C(O)/C=C/C(=O)N1CCN(C(=O)/C=C/C(=O)O)CC1 | 9 | 0% | ? | -10% | 19% | -3% | 0% | -7% | 23%
COc1ccccc1CC(=O)Nc1ccc2c(c1)CCC2 | 0 | / | -26% | 1% | 16% | -12% | -2% | 3% | 22%
O=C(O)CCc1ccc(-c2ccccc2)n1CC(=O)O | 7 | 0% | 2% | 6% | 5% | -1% | ? | 13% | 14%
CCCCN1C[C@H](Cc2ccccc2)[C@@H](CC(=O)NCc2ccc(OC)cc2)C1=O | 13 | -1% | ? | -17% | -4% | -8% | -12%&-2% | -6% | -8%
CC(C)(C)n1ncc2c(=O)n(CC(=O)Nc3ccccc3)cnc21 | -1 | -7% | 0% | 4% | -3% | 3% | 15% | -6% | -1%
O=C(O)C1C2C=CC(C2)C1C(=O)NCCCN1CCOCC1 (configuration not stated) | 12 | 4% | 20% | 2% | 11% | -1% | ? | -5% | 22%
Cc1ccc(NC(=S)NCc2cccnc2)cc1 | 7 | -3%[9.22 µM] | 16% | 15% | 8% | -14% | -18% | 5% | 8%
CC(=O)c1cccc(Nc2nc(-c3ccccc3)cs2)c1 | -1 | -13% | -6% | 97%[activator] | -17% | -12% | -12% | ? | -21%
CC1CN(C(=O)c2ccc(COc3ccccc3Cl)o2)CC(C)O1 (configuration not stated) | -5 | -26% | -23% | -18% | -9% | -2% | -2% | ? | -4%
Nc1ccc(C(=O)Nc2nccs2)cc1 | -3 | 0% | -17% | 25% | -2% | -12% | -10% | 17% | -6%
Cn1nc(C(=O)NCC(=O)Nc2ccc(F)c(F)c2F)c2ccccc2c1=O | -28 | -8% | 21% | / | 6% | -3% | 0% | 4% | 4%
Cc1cc(C)n(C(=O)c2ccc(C)c(F)c2F)n1 | 24 | -1% | ? | 3% | 10% | -12%[57.1 µM] | 11% | -10% | 14%
Cc1cc(Cl)c(S(=O)(=O)Nc2cc(S(=O)(=O)N3CCOCC3)ccc2F)cc1OCC(N)=O | -3 | 34% | -1% | -21% | 0% | -3% | -2% | 0.65µM* | 2%
CC(=O)Nc1nonc1-c1nc2ccccc2n1N(C(C)=O)C(C)=O | -8 | -5% | ? | 0% | ? | -25%[57.1 µM] | ? | 21% | -10%
O=C(Nc1ccccc1)Nc1ccccc1C(=O)NCCCN1CCOCC1 | 0 | -2% | -6% | / | 0% | 2% | 1% | 0% | -1%
O=C(Nc1ccc(C(=O)N2CCCCC2)cc1)Nc1cccc(Cl)c1 | -30 | 1% | / | -14% | -26% | -16% | / | 13% | 0%
Cc1c(C(=O)NCc2ccco2)oc2ccc(S(=O)(=O)N3CCC4(CC3)OCCO4)cc12 | -3 | -4% | -6% | -30% | -7% | 4% | 12% | 0% | -9%
Cc1[nH]c(=O)[nH]c(=O)c1S(=O)(=O)N1CCCC(C(=O)NCc2ccccc2Cl)C1 (configuration not stated) | 5 | -4% | 1% | -15% | -1% | -21% | 0% | -3% | -7%
O=[N+]([O-])c1ccc(N2CCN(S(=O)(=O)c3ccc(Cl)cc3)CC2)cc1NCc1cccnc1 | -4 | 9%[9.22 µM] | -9% | 0% | 5% | 10% | -6% | -3%[9.22 µM] | -1%
CN1C(=O)N(C)C2(CC1(C)C)CC(C)(C)N(C)C(=O)N2C | 23 | 0% | 25% | -8% | 14% | -2% | 2% | -5% | 20%
CCOc1ncccc1C(=O)OCC(=O)NCc1ccc2c(c1)OCO2 | 16 | 1% | 5% | -9% | 9% | 6% | -3% | -44%[inhibitor] | 6%
O=C(CN1CCCC1)Nc1ccccc1Sc1ccc(Cl)cc1 | -11 | -1% | ? | -21% | -4% | -10% | ? | ? | -3%
CCOC(=O)C1=C(C)OC(N)=C(C#N)C1c1cc2c(cc1Br)OCO2 (configuration not stated) | -4 | 29% | -9% | -5% | -5% | -6% | -5% | 18% | -1%
COc1cc(NC2c3ccccc3C(=O)N2Cc2ccccc2Cl)cc(OC)c1OC (configuration not stated) | 11 | 8% | ? | -9% | 5% | -6% | -3% | 8% | 3%
CCC1Oc2ccccc2N(CC(=O)NCc2cccs2)C1=O (configuration not stated) | 0 | 4% | -11% | 6% | -8% | -5% | -6% | -1% | -12%
CC(=O)Nc1sc2c(c1CN1CCN(c3ccccn3)CC1)CCCC2 | -12 | -3% | -1% | -3% | 4% | -3% | 0% | 0% | -2%
O=C(COc1ccc2c(-c3ccccc3)cc(=O)oc2c1)NCC1CCC(C(=O)O)CC1 (configuration not stated) | 11 | 3% | -19% | -16% | -5% | -3% | -1% | 14% | 2%
Cc1cc(C)n(C(=O)C(C(=O)c2ccccc2)C(C)C)n1 (configuration not stated) | 9 | ? | 15% | -4% | 24% | 0% | -2% | -2% | 20%
Cc1cc(NC(=O)c2cnn3cccnc23)no1 | 16 | 7% | 1% | 14% | 7% | -6% | 3% | -1% | -14%
Cc1nn(Cc2c(F)c(F)c(F)c(F)c2F)c(C)c1NC(=O)c1ccc(COc2cc(Cl)ccc2Cl)cc1 | 20 | 8% | ? | 23% | -21% | -15% | -21% | 9% | -14%
O=C(Cc1n[nH]c(=O)c2ccccc12)NCc1ccc(Cl)cc1 | 35 | ? | 10% | -7% | -3% | 1% | 15% | 2% | -1%
CCOc1ccc(NC(=O)CC2S/C(=N/N=C3CCCCCC3)NC2=O)cc1 (configuration not stated) | 0 | -9% | -4% | 7% | -3% | 0% | 5% | -30%[inhibitor] | 2%
CCCC1=C/C(=C/c2ccc(-c3ccccc3OC)o2)C(=O)O1 | 5 | 23µM* | -14% | -12% | 13% | -28%[57.1 µM] | 6% | 10µM* | 7%

Three entries from above, with two lines to a compound.
Screens in order – IL1B secr inh, SW480 rereplic, KB-V1 cytotox, ATXN2 expr inh, HT1080 IDH1KD tx, WRN inhibitor, KB-3-1 cytotox, MCF10A rerep, HT1080-NT tox
- COc1cc(NC2c3ccccc3C(=O)N2Cc2ccccc2Cl)cc(OC)c1OC (configuration not stated)
 : 11, 8%, ?, -9%, 5%, -6%, -3%, 8%, 3%
- CCC1Oc2ccccc2N(CC(=O)NCc2cccs2)C1=O (configuration not stated)
 : 0, 4%, -11%, 6%, -8%, -5%, -6%, -1%, -12%
- CC(=O)Nc1sc2c(c1CN1CCN(c3ccccn3)CC1)CCCC2
 : -12, -3%, -1%, -3%, 4%, -3%, 0%, 0%, -2%
